Source: PubChem BioAssay (several laboratories)
MOR-DOR inv ag = inverse agonists of MOR-DOR heterodimerization, primary screen, cell-based, luminescence | cell-based MOR-DOR heterodimer luminescence, inverse agonism | inhibition, % at 9.3 µM | 340,000 tested, 0.21% active; in the data active means inhibition above about 22%, passing the limit was not always enough;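 further: 0% = cells with DMSO and 100% = wells without cells with DMSO; values of inactives mirror those of a sister screen read the other way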
RTF Ca sens inh = cardiac RTF calcium sensitivity inhibitors, primary screen, biochemical, IANBD-TnC fluorescence, EC70 calcium | 340,000 tested, 0.12% active | IANBD-labeled cardiac RTF, Ca2+ fluorescence | inhibition, % at 7.15 µM | AID 493244, 2011;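 active means inhibition above the mean inhibition of all tested compounds plus 3 SD, cut at about 17% in these data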;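 further: assay run at fixed EC70 calcium of 1.6 mM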
HTR5A inv ctr = HTR5A inverse agonists in luminescence cell assay, primary screen, counter-screen for OPRM1-OPRD1 heterodimer inverse agonist project, full-deck HTS | 5-hydroxytryptamine receptor 5A (Homo sapiens), P47898 | HTR5A cell line, inverse agonism | inhibition, % at 9.3 µM | 340,000 tested, 0.083% active; in the data active means inhibition mostly above about 23%, no sharp cut-off; inactive means mostly below about 18%;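 further: 0% = cells with DMSO and 100% = no-cell wells with DMSO; some compounds called inactive have numbers as strong as hits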
Target sequence (P47898 whole entry, looked up): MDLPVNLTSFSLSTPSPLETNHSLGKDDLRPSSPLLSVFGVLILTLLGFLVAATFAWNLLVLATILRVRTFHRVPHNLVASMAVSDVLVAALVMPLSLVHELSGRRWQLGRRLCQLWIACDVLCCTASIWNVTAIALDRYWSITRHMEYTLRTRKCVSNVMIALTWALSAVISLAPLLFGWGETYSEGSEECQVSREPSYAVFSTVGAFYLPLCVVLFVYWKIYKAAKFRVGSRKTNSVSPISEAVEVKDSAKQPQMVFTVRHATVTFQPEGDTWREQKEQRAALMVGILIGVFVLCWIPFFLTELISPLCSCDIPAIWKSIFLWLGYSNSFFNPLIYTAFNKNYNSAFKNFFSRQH
CAL-PDZ inh HTS = untagged CAL PDZ binding inhibitors, primary screen, biochemical, fluorescence polarization, HTS. 300,000 tested, 0.92% active. inhibition, % at 24.9 µM. purified CAL PDZ, TMR-peptide fluorescence polarization, 1 h. Golgi-associated PDZ and coiled-coil motif-containing protein (Homo sapiens), Q9HD26. AID 602252, 2012;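 active means mean inhibition of at least 30% with at least half of replicates also reaching 30%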;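 further: 0% = DMSO neutral control and 100% = excess unlabeled competitor peptide PRC23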
HTR5A ag = HTR5A agonists in luminescence cell assay, primary screen, counter-screen for OPRM1-OPRD1 heterodimer agonist project, full-deck HTS. 5-hydroxytryptamine receptor 5A (Homo sapiens), P47898. cell-based. activation, % at 9.3 µM. 340,000 tested, 0.61% active; in the data active means activation mostly above about 9.5%, no sharp cut-off; inactive means mostly below about 7.6%;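 further: 0% = cells with vehicle only and 100% = reference agonist; strong numbers were not always called active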
V-ATPase pH = regulators of yeast V-ATPase proton pumping, primary screen, pHLuorin cytosolic pH fluorescence | S. cerevisiae | response, % at 10 µM | 350,000 tested, 0.37% active | AID 504577, 2011; in the data active means response mostly above about 7.3%, no sharp cut-off; inactive means mostly below about 5.4%; further: actives read high; inactives centre near 0; some compounds called inactive have numbers as strong as hits; reference of the scale not given here
RTF Ca sens act = cardiac RTF calcium sensitivity activators, primary screen, biochemical, IANBD-TnC fluorescence, EC20 calcium | activation, % at 7.2 µM | AID 493008, 2010 | IANBD-labeled TnC RTF fluorescence at EC20 calcium; 0% EC20 calcium, 100% full calcium | Troponin I, cardiac muscle (Homo sapiens) + Troponin T, cardiac muscle (Homo sapiens) + … | 340,000 tested, 0.24% active;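 active means activation above the mean over all tested compounds plus 3 SD, cut at about 30% in these data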;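 further: rise in fluorescence read as greater calcium sensitivity of cardiac thin filaments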
C-LANA FP = inhibitors of KSHV C-LANA binding to DNA, primary screen, biochemical, fluorescence polarization, FAM-LBS DNA, MBP-C-LANA, single point; 340,000 tested, 0.078% active; inhibition, % at 9 µM; AID 504423, 2011;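 active means highest replicate inhibition at or above 60% at 9 µM, even if other replicates fall short; inactive means all replicates below 60% inhibition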;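 further: 0% = neutral control wells and 100% = 4 µM acridine orange control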
Keap1 Nrf2 FP = Keap1-Nrf2 protein-protein interaction inhibitors, primary screen, biochemical, fluorescence polarization, single point. Kelch-like ECH-associated protein 1 (Homo sapiens), Q14145. Keap1 Kelch-Nrf2 peptide fluorescence polarization, 1536-well. inhibition, % at 9.4 µM. 340,000 tested, 0.15% active; in the data active means inhibition above about 12%;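 further: human Keap1 Kelch domain with fluorescein labeled Nrf2 9mer peptide probe; 0% = neutral control wells and 100% = peptide positive control; higher means more block of Keap1 binding to Nrf2 peptide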
Target sequence (Q14145 whole entry, looked up, the tested form may be a part): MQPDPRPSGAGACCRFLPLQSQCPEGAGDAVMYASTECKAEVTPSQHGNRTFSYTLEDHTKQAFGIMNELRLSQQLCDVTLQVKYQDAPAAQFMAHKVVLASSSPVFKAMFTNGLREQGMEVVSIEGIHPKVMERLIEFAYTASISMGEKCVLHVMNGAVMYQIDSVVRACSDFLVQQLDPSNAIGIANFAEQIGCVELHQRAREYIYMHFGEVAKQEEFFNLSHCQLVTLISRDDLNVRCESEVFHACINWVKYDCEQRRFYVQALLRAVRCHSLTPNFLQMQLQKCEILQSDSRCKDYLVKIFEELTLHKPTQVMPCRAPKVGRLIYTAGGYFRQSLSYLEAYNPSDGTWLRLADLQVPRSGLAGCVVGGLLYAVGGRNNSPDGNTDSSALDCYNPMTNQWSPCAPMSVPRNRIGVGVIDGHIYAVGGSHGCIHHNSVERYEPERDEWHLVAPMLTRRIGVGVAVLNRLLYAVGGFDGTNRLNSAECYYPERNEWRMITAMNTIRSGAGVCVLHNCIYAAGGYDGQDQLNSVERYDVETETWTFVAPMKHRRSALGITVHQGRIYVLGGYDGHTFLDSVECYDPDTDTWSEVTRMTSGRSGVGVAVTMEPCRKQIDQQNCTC
OPRM1-OPRD1 ag = agonists of OPRM1-OPRD1 heterodimerization, primary screen, cell-based, luminescence | Mu-type opioid receptor (Homo sapiens) + Delta-type opioid receptor (Homo sapiens), … | cells | activation, % at 9.3 µM | 340,000 tested, 0.3% active | AID 504326, 2011; in the data active means activation above about 18%;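 further: 0% = vehicle-treated cells and 100% = reference agonist; values of inactives mirror those of a sister screen read the other way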
An asterisk follows results filed as active; . = no result given. Compounds as they come; overall some 2.8% were active at least once.

smiles	MOR-DOR inv ag	RTF Ca sens inh	HTR5A inv ctr	CAL-PDZ inh HTS	HTR5A ag	V-ATPase pH	RTF Ca sens act	C-LANA FP	Keap1 Nrf2 FP	OPRM1-OPRD1 ag
Cc1ccc(/C=[N+](/[O-])C2SC(=S)N(C)C2(C)C)cc1 (configuration not stated)	2.2	-4.3	-7.6	-4.5	0.6	-1.4	8.9	0.5	-0.7	-0.4
COc1ccc(NC(=O)C(=O)N/N=C/c2cc(C)n(-c3cccc(Cl)c3Cl)c2C)c(OC)c1	20.3	-4.1	-1.6	-3.0	-1.2	-1.9	3.0	1.0	4.0	-4.4
C=C(C)Cn1c(NCCOC)nc2c1c(=O)[nH]c(=O)n2C	8.4	-6.1	-3.5	.	1.0	0.3	5.6	-0.3	-0.2	-1.6
Cc1nc2ccc(S(=O)(=O)NCC(=O)N3CCCCC3)cc2s1	6.5	1.8	-65.0	-1.8	1.8	2.4	-0.6	-0.1	0.8	-1.1
CC(=O)Nc1ccc2c(c1)nc(CCN1CCC(C)CC1)n2C	-10.9	-4.0	-8.7	-5.9	1.9	8.0	-0.8	-0.6	0.5	2.0
NNc1nc2sc3c(c2c(=O)n1-c1ccccc1)CCCC3	6.9	0.4	-21.1	-7.1	2.4	-2.8	5.9	-0.1	-5.2	-1.4
CCOC(=O)c1cccc(NC(=O)CCn2nc(C)c(S(=O)(=O)N3CCCCC3)c2C)c1	8.3	-4.9	-3.0	-2.5	-0.6	-1.9	-0.1	1.8	-6.2	-1.6
CCOc1ccc(NC(=S)NN2C(C)CCCC2C)cc1 (configuration not stated)	21.5	5.3	-9.5	-2.1	-2.0	-1.8	-5.5	0.7	-1.8	-4.2

A few values from above.
Entry for CCOc1ccc(NC(=S)NN2C(C)CCCC2C)cc1 (configuration not stated) under CAL-PDZ inh HTS: -2.1
Entry for Cc1nc2ccc(S(=O)(=O)NCC(=O)N3CCCCC3)cc2s1 under C-LANA FP: -0.1

(list continues)
smiles	MOR-DOR inv ag	RTF Ca sens inh	HTR5A inv ctr	CAL-PDZ inh HTS	HTR5A ag	V-ATPase pH	RTF Ca sens act	C-LANA FP	Keap1 Nrf2 FP	OPRM1-OPRD1 ag
Fc1cccc(-c2nnn3c2nc(Cl)c2ccccc23)c1	3.3	6.9	4.1	-1.3	-1.4	-6.2	-4.6	-1.3	2.1	-0.6
O=C1/C(=C\c2cccs2)Sc2ccc3ccccc3c21	-3.1	-34.0	-0.9	-3.2	0.3	-2.5	6.8	-0.1	0.5	0.4
O=c1[nH]nc(-c2ccc(NCCO)c([N+](=O)[O-])c2)c2ccccc12	8.2	2.1	11.6	-2.0	-3.3	3.0	9.1	1.2	-1.8	-1.8
O=C(CN1CCN(S(=O)(=O)c2ccc(Cl)cc2)CC1)NCC1(N2CCOCC2)CCCCC1	11.6	-3.9	21.9	-3.5	-7.9	0.6	-2.1	-1.0	3.2	-2.8
COc1cccc(C(=O)N/N=C(\C)CC(=O)Nc2ccc(N(C)C)cc2)c1	3.5	2.6	3.6	4.5	-1.0	-0.3	3.0	2.8	-3.7	-0.8
CN(Cc1cccnc1)C(=O)CC1C(=O)NCCN1Cc1ccc(-c2ccccc2)cc1 (configuration not stated)	14.3	6.2	-10.3	-3.0	3.3	1.6	-1.0	0.7	5.1	-2.7
CCc1nnc(NS(=O)(=O)c2ccc(NC(=S)NC(=O)/C=C/c3cccs3)cc2)s1	.	.	.	3.9	.	-2.8	.	7.3	-0.7	.
CCC/C=N/NC(=O)C1COc2ccccc2O1 (configuration not stated)	16.4	-1.0	9.9	-4.6	-4.0	0.9	2.9	-0.8	4.4	-3.5

Retrieved by compound from the entries so far (2):
smiles	MOR-DOR inv ag	RTF Ca sens inh	HTR5A inv ctr	CAL-PDZ inh HTS	HTR5A ag	V-ATPase pH	RTF Ca sens act	C-LANA FP	Keap1 Nrf2 FP	OPRM1-OPRD1 ag
COc1cccc(C(=O)N/N=C(\C)CC(=O)Nc2ccc(N(C)C)cc2)c1	3.5	2.6	3.6	4.5	-1.0	-0.3	3.0	2.8	-3.7	-0.8
O=C(CN1CCN(S(=O)(=O)c2ccc(Cl)cc2)CC1)NCC1(N2CCOCC2)CCCCC1	11.6	-3.9	21.9	-3.5	-7.9	0.6	-2.1	-1.0	3.2	-2.8

Following part.
smiles	MOR-DOR inv ag	RTF Ca sens inh	HTR5A inv ctr	CAL-PDZ inh HTS	HTR5A ag	V-ATPase pH	RTF Ca sens act	C-LANA FP	Keap1 Nrf2 FP	OPRM1-OPRD1 ag
CC(C)Cn1nc(C(=O)OCC(=O)NCC(F)(F)F)c2ccccc2c1=O	3.6	2.5	9.7	-0.5	1.7	-1.8	0.8	-0.7	-0.8	-0.7
COc1ccc2c(C)c(C(=O)O)oc2c1	8.5	5.9	2.1	1.0	2.6	2.1	7.1	-1.0	4.7	-1.4
CCN(CC)S(=O)(=O)c1ccc(N2Cc3ccccc3C2=N)cc1	8.7	-11.5	-11.3	-0.8	2.8	0.2	5.5	0.3	-1.3	-1.7
COc1ccc(CNCc2cc(C)c(OC)cc2C)c(OC)c1	-11.1	-12.3	14.2	-1.2	-3.8	0.5	1.9	0.3	-1.1	2.3
O=C(CSc1ccc(-c2ccccc2)nn1)N1CCCc2ccccc21	-7.4	-1.6	-4.8	-1.6	4.5	-2.6	0.1	-0.8	0.1	1.4
Nc1ccccc1-c1nnn(CC(=O)Nc2ccc3c(c2)OCCO3)n1	16.6	-8.6	0.4	-2.3	1.7	2.4	-4.5	-0.4	-6.9	-3.2
O=C(CN(Cc1ccc2c(c1)OCO2)C(=O)CNC(=O)c1ccco1)NC1CCCCC1	6.5	-1.6	-5.0	-2.8	-2.2	2.5	3.4	-1.2	-3.3	-1.1
CCOC(=O)CSc1nnc(C2CCCCC2)n1C	10.6	7.2	4.4	3.1	6.5	4.1	4.2	0.1	0.4	-1.8
CC(C)C(=O)Nc1cccc(C(=O)Nc2ccccc2C(=O)O)c1	5.6	-10.4	13.6	0.1	-1.8	-1.7	1.8	1.5	-5.6	-1.1
COc1cccc(-n2nnnc2SCC(=O)Nc2ccccc2OC)c1	10.2	-7.4	-20.2	-1.4	7.3	1.8	4.4	0.0	-2.4	-2.0
CSc1ccccc1NC(=S)N/N=C/c1cccn1Cc1ccc(F)cc1	-35.9	-6.9	3.0	-1.3	-1.2	10.3	1.7	-2.7	-1.8	7.6
COc1ccccc1N1CCN(c2nc3ccccc3nc2C(C#N)C(=O)OC(C)C)CC1 (configuration not stated)	19.3	-1.8	-3.4	-1.4	1.1	-1.7	-2.4	-0.5	-1.9	-3.3
O=C(O)c1ccccc1C(=O)Nc1ccc(-n2ccc(C(F)(F)F)n2)cc1	14.2	1.0	-3.5	-4.4	-3.0	-2.7	-1.1	-0.8	1.9	-2.7
CCCNC(=S)Nc1cccc(C(F)(F)F)c1	15.8	-5.4	-5.8	-0.2	-3.9	0.0	3.3	1.5	-3.0	-3.0
O=C(CN(C(=O)CNS(=O)(=O)c1ccc(F)cc1)c1ccccc1F)NCc1ccco1	13.5	11.3	-2.3	-2.3	0.8	1.8	-1.5	-0.4	0.1	-2.5
C1CCC(n2nnnc2CN2CCCC2)CC1	5.1	-3.2	-13.2	-1.0	-1.5	0.1	-2.9	-0.1	-2.4	-1.0
CN(C(=O)CSc1nnc(-c2ccco2)n1N)C1CCCCC1	7.0	-10.5	-4.8	-5.1	4.5	2.1	3.0	-0.1	4.5	-1.4
O=c1c2cnn(-c3ccc(F)cc3)c2ncn1Cc1cccnc1	-7.7	5.5	-6.9	-9.5	-3.0	7.6	4.1	-1.6	-8.0	1.4
CCN1CCN(c2cc(C)c3cc(NC(=S)NCc4cccs4)ccc3n2)CC1	13.7	-0.4	8.3	4.9	1.5	-1.9	-0.9	1.9	-1.0	-2.7
O=C(CCN1C(=O)/C(=C/c2ccccc2)SC1=S)NCCc1ccc(O)cc1	-60.7	0.1	-55.5	-3.1	13.7*	4.2	-4.0	-0.1	-2.2	11.5
C[C@H](CO)N1C[C@H](C)[C@@H](CN(C)Cc2ccc(C(=O)Nc3ccccc3N)cc2)Oc2c(NC(=O)C3CCCCC3)cccc2C1=O	6.9	13.8	-3.5	-4.1	5.8	-0.9	-1.5	-1.1	-4.4	-1.5
CC(=O)c1cccc(NC(=O)N2CCCC(C(=O)c3cc(F)ccc3F)C2)c1 (configuration not stated)	6.1	-26.1	-10.9	-0.5	3.9	-0.3	-3.1	-1.3	-1.8	-1.1
CC(=O)O/N=C(/C)c1ncc(C(F)(F)F)cc1N1CCOCC1	-10.6	-18.6	-27.6	-0.5	4.2	4.8	8.4	-1.1	-4.8	2.0
COCCn1c(SCC(=O)NC2CCCC2)nnc1C(C)C	15.6	0.5	0.1	-6.7	-0.3	-2.1	-10.4	-0.1	3.5	-2.5
O=C(NNC(=O)c1ccc(O)cc1O)c1ccc(Cl)cc1	10.6	3.9	-9.3	-2.3	4.2	-0.9	0.0	1.9	2.6	-2.1
Cc1cc(NC(=O)CSc2ccccn2)no1	11.1	-1.8	8.1	-3.7	4.5	-2.8	-2.3	-0.3	1.7	-2.1
CCC(=O)N1CCc2cc(S(=O)(=O)NC(C(=O)NCc3ccccc3)C(C)C)ccc21 (configuration not stated)	5.4	-3.4	1.8	-3.7	0.9	8.2	0.9	-0.6	1.2	-1.0
CCOC(=O)N1CCC(Nc2c(NCCCN(CC)CC)c(=O)c2=O)CC1	8.1	-9.8	16.0	.	-6.2	-2.4	8.1	-0.2	-6.8	-1.5
Cn1c(=O)c2[nH]c(C3CCC3)nc2n(C)c1=O	2.1	-6.2	-14.1	0.3	3.7	-1.6	-6.0	1.7	-0.3	-0.4
COc1ccc2c(c1)-c1nc(NC(=O)c3ccco3)sc1CC2	-14.9	0.6	22.3	3.7	1.6	-0.3	12.4	0.7	-1.9	3.3
O=C(NCc1ccc(Cl)cc1)c1cccnc1	-0.4	-4.7	-6.5	-3.2	0.5	0.9	2.4	-0.1	2.4	0.1
CCc1ccc(-c2csc(-c3c[nH]c4ccccc34)n2)cc1	-10.7	-6.9	-42.0	-0.6	2.4	2.7	2.9	2.7	0.0	2.1
O=C1C2C(C(=O)N1/N=C/c1ccc(N3CCCCC3)o1)C1C=CC2C12CC2 (configuration not stated)	3.4	2.7	-9.2	-1.9	1.8	11.7	-4.2	-2.1	-2.0	-0.6
